Compound activity deposited in PubChem by several laboratories.
GPR35 antagonists: inhibition of zaprinast-stimulated GPR35 beta-arrestin translocation – imaging, U2OS, beta-arrestin-GFP, zaprinast agonist, primary screen (AID 2058) | U2OS GPR35 beta-arrestin-GFP translocation imaging, zaprinast antagonism; higher % means a stronger effect | one-dose inhibition, % at 10 µM; IC50 in µM for titrated hits | 290,000 tested, 0.052% active;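 active = inhibition of at least 50% with at least 30 cells and total cytoplasm GFP at most 10,000,000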
GPR55 LPI antagonism: inhibition of LPI-stimulated GPR55 beta-arrestin translocation – imaging, U2OS, beta-arrestin-GFP, LPI agonist, primary screen (AID 2013); U2OS GPR55 beta-arrestin-GFP translocation imaging, LPI antagonism; higher % means a stronger effect; inhibition, % at 10 µM; hits with a dose series show IC50 in µM; 290,000 tested, 0.13% active;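 active = spots per cell inhibited over 60%, with over 100 cells counted and total cytoplasm intensity under 500,000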;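 note: U2OS cells stably carrying GPR55 and arrestin-GFP stimulated by 5 µM LPI near EC80; imaged beta-arrestin-GFP aggregate spots per cell after agonist stimulation; plate controls were LPI-stimulated DMSO wells for no effect and DMSO wells without LPI for full effect; some results filed as inactive read as strong as hits; confirmed hits need IC50 under 10 µM and bright autofluorescent wells are also inconclusive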
K1F lysis inhibition: protection from phage-mediated lysis, alamar blue read-out – E. coli UTI89, K1F phage, bacterial capsule biogenesis inhibitors (AID 488966); E. coli UTI89 K1F phage lysis, alamar blue, 2 h; higher % means a stronger effect; inhibition, % at 100 µM, or IC50 in µM where a hit was titrated; 340,000 tested, 0.02% active;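 active = phage lysis inhibition, versus mean bacterial control, above a set limit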;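 note: capsule biogenesis inhibitors block K1F phage lysis so surviving cells raise fluorescence; higher fluorescence means more inhibition of phage lysis; actives were called in the ten point dose series up to 300 µM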
AID2073: disruptors of CaV2.2 binding to Mint1 – biochemical, HTRF (AID 2073); HTRF protein-protein interaction, Mint1-CaV2.2; higher % means a stronger effect; inhibition, % at 20 µM; hits with a dose series show IC50 in µM; 290,000 tested, 0.19% active; in the data active = inhibition mostly above about 51%, no sharp cut-off; note: some results filed as inactive read as strong as hits
GPR55 beta-arrestin: selective activators of receptor GPR55 – imaging, U2OS cells, beta-arrestin-GFP redistribution, primary screen (AID 1961); U2OS GPR55 beta-arrestin-GFP redistribution imaging; higher % means a stronger effect; one-dose activation, % at 10 µM; EC50 in µM for titrated hits; 290,000 tested, 0.048% active;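 active = activation above 40% with more than 50 cells counted in the well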;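 note: U2OS osteosarcoma cells stably expressing GPR55 and beta-arrestin-GFP; plate controls were DMSO negative control for no effect and LPI positive control for full effect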
NTR1 ag: agonists of NTR1, primary screen, imaging, U2OS cells, beta-arrestin-GFP, high content (AID 493036) | NTR1-U2OS beta-arrestin-GFP spot imaging, agonist mode | activation, % at 20 µM | 330,000 tested, 0.17% active | P30989;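 active = activation at or above 40% of the spot to cytoplasm intensity ratio, with at least 20 cells analyzed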;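 note: 0% = DMSO without peptide and 100% = 100 nM NTR1 peptide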
Target sequence (P30989 whole entry, looked up): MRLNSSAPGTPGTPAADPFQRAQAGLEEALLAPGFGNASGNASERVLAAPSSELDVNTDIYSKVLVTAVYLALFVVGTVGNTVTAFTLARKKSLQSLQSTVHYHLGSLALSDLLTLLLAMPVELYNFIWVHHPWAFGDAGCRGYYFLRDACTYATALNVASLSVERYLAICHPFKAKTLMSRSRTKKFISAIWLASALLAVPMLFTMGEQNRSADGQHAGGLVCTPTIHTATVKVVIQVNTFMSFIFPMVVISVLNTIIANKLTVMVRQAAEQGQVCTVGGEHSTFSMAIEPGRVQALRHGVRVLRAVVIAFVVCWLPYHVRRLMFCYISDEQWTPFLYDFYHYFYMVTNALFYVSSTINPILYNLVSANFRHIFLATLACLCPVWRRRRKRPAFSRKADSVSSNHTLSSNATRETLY
NS5 inhibitors: Dengue-2 NS5 methyltransferase inhibitors, primary screen, biochemical, confirmation dose response (AID 588689); inhibition, % at 25 µM; hits with a dose series show IC50 in µM; 340,000 tested, 0.3% active; Dengue-2 NS5 methyltransferase capping enzyme assay, biochemical; higher % means a stronger effect; in the data active = a potency from the dose series
SIAH1 antagonists: blockers of Siah-1 interaction with plectin peptide – biochemical, fluorescence polarization, rhodamine-plectin, uHTS, primary screen (AID 1817) | Siah-1 / rhodamine-plectin peptide fluorescence polarization; higher % means a stronger effect | one-dose displacement, % at 20 µM; IC50 in µM for titrated hits | 290,000 tested, 0.02% active;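 active = displacement of at least 50% at 20 µM, with a fluorescence ratio check between 0.3 and a set limit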;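 note: plate controls were Siah plus tracer with DMSO for no effect and tracer alone without Siah for full effect; strong numbers were not always called active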
HIV fusion peptide: inhibitors of HIV fusion peptide binding, primary screen, biochemical, uHTS, fluorescence dequenching (AID 1986); cell-free peptide binding, fluorescence dequenching, 30 min; higher % means a stronger effect; one-dose inhibition, % at 20 µM; IC50 in µM for titrated hits; 290,000 tested, 0.3% active; in the data active = inhibition mostly above about 52%, no sharp cut-off; inactive = mostly below about 76%; note: some results filed as inactive read as strong as hits
NTR1 ag cell count 20 µM: also measured in NTR1 ag; calls as there; cell count; measured here: cell count, cytotoxicity flag
NS5 inhibitors pilot replicate: recorded beside NS5 inhibitors, whose call it bears; inhibition, %; measured here: pilot screen replicate inhibition
Active calls of the source: *; / = no result given; [ ] = dose if it differs, or a comment.

SMILES	GPR35 antagonists	GPR55 LPI antagonism	K1F lysis inhibition	AID2073	GPR55 beta-arrestin	NTR1 ag	NTR1 ag cell count 20 µM	NS5 inhibitors	SIAH1 antagonists	HIV fusion peptide	others
O=C(NC1CCCCC1)Oc1cccc2ccccc12	8%	-3%	0.7%	-39%	-0.1%	1.6	42	-3%	12%	-1.8%
Cc1ccc(NC(=O)NC2CCCN2S(=O)(=O)c2ccc(Cl)cc2)cc1 (configuration not stated)	-5%	-10%	5.4%	-1%	0.0%	1.4	68	-11%	2%	-1.7%
COC(C(=O)Nc1ccc(Br)cc1F)c1ccccc1 (configuration not stated)	6%	-17%	-0.8%	-6%	-0.2%	2.3	27	-2%	-2%	-0.6%
COc1ccc(NC(=O)CC(NCc2ccccn2)C(=O)O)cc1 (configuration not stated)	13%	-3%	0.1%	-8%	0.2%	-0.6	82	-6%	9%	2.8%
Cn1c(=O)c2c(nc(CN3CCOCC3)n2CCCO)n(C)c1=O	6%	-12%	0.5%	-4%	0.1%	5.8	92	2%	1%	-1.6%
COc1ccc(Cl)cc1C(=O)NNC(=S)NC(=O)c1cc(-c2ccccc2)nc2ccccc12	10%	-26%	1.7%	-12%	0.3%	1.1	82	-2%	-10%	23%
COC(=O)CCCC1=CC2=CC(=O)C(C)(OC(=O)c3cccs3)C(=O)C2=CN1CC1CC1 (configuration not stated)	-1%	0%	1.5%	-6%	0.4%	-0.5	40	14%	-1%	17%
O=C(Nc1ccccc1)c1ccc(-n2cnnn2)cc1	14%	2%	0.1%	8%	0.0%	0.7	55	-8%	-6%	0.3%
Cc1sc(NC(=O)Nc2ccccc2)c(C(N)=O)c1C	10%	4%	0.2%	-17%	0.1%	-0.8	69	-9%	0%	-1.0%
Cn1c(CN2CCN(C(=O)c3ccc(F)cc3)CC2)nc2cc([N+](=O)[O-])ccc21	-1%	6%	-0.2%	-4%	0.1%	-0.3	96	5%	2%	1.4%
COCC(=O)Nc1ccc(Nc2ccccc2)cc1	14%	-11%	1.2%	-25%	0.3%	-0.3	77	6%	1%	-1.8%
CN(C)C(C)(C)/C=C/C(O)(c1ccccc1)c1ccccc1	7%	-4%	0.4%	12%	0.7%	-0.1	36	2%	14%	-0.7%
CSc1nc2ccc(S(=O)(=O)N3CCCCC3)cc2s1	-7%	11%	3.2%	-1%	0.0%	1.0	59	6%	1%	-1.3%
CC1=NN(c2ccccc2)C(=O)C1c1ccccc1 (configuration not stated)	-2%	10%	-0.7%	0%	0.3%	-0.7	59	-8%	4%	0.6%
Cc1ccc(N=c2ssnc2Cl)cc1	24%	4%	-0.9%	9.3µM*	-0.1%	0.9	80	-37%	12%	14%
OC(CN1CCN(C(c2ccccc2)c2ccccc2)CC1)c1ccc(Br)cc1 (configuration not stated)	-1%	12%	0.4%	10%	0.0%	5.8	89	-5%	5%	-1.6%
Oc1ccc(Br)cc1C=Nc1ccc2[nH]ncc2c1	-12%	14%	-3.3%	35%	-0.3%	-0.2	69	-3%	46%	11%
COc1cccc(CNC(=O)CCCN2C(=O)C(c3ccccc3)Oc3cccnc32)c1OC (configuration not stated)	16%	15%	0.3%	-5%	-0.1%	-1.1	61	-4%	2%	-1.8%
CCc1ccc(NC(=S)Nc2ccc3[nH]c(=O)[nH]c3c2)cc1	60%	10%	0.3%	0%	0.3%	0.4	67	-3%	-2%	0.8%
COc1ccc(-c2cc(C(=O)Nc3cccnc3Cl)no2)cc1OC	8%	2%	0.2%	-58%	-0.1%	-1.1	50	6%	2%	1.6%
CNC(=S)N1CCN(C(=O)C2CCCO2)CC1 (configuration not stated)	-7%	6%	5.8%	-5%	-0.2%	1.3	63	1%	3%	-1.2%
Cc1ccccc1C(=O)c1cccn1CC(=O)NCC1CCCO1 (configuration not stated)	-1%	6%	0.3%	0%	-0.1%	-1.5	32	7%	1%	1.3%
COc1ccccc1N1CCN(CC(=O)NCCc2ccc(S(N)(=O)=O)cc2)CC1	-4%	13%	0.6%	-2%	-0.1%	-0.5	70	/	2%	-0.9%
Cc1c(Cl)cccc1NC(=S)N1CCN(c2ccc([N+](=O)[O-])cn2)CC1	-2%	-1%	0.3%	-17%	-0.3%	-1.0	51	12%	16%	-1.1%
CN1C(=O)/C(=C\c2ccc(OC(=O)c3ccco3)cc2)SC1=S	4%	-5%	0.3%	22%	-0.1%	1.7	55	-7%	5%	4.0%

Some of these compounds in order of count of non-hydrogen atoms, low to high:
SMILES	GPR35 antagonists	GPR55 LPI antagonism	K1F lysis inhibition	AID2073	GPR55 beta-arrestin	NTR1 ag	NTR1 ag cell count 20 µM	NS5 inhibitors	SIAH1 antagonists	HIV fusion peptide	others
CC1=NN(c2ccccc2)C(=O)C1c1ccccc1 (configuration not stated)	-2%	10%	-0.7%	0%	0.3%	-0.7	59	-8%	4%	0.6%
Cc1sc(NC(=O)Nc2ccccc2)c(C(N)=O)c1C	10%	4%	0.2%	-17%	0.1%	-0.8	69	-9%	0%	-1.0%
CN(C)C(C)(C)/C=C/C(O)(c1ccccc1)c1ccccc1	7%	-4%	0.4%	12%	0.7%	-0.1	36	2%	14%	-0.7%
COc1cccc(CNC(=O)CCCN2C(=O)C(c3ccccc3)Oc3cccnc32)c1OC (configuration not stated)	16%	15%	0.3%	-5%	-0.1%	-1.1	61	-4%	2%	-1.8%

(next part)
SMILES	GPR35 antagonists	GPR55 LPI antagonism	K1F lysis inhibition	AID2073	GPR55 beta-arrestin	NTR1 ag	NTR1 ag cell count 20 µM	NS5 inhibitors	SIAH1 antagonists	HIV fusion peptide	others
Cc1ccc(S(=O)(=O)N2CCN(Cc3nc4sc(C)c(C)c4c(=O)[nH]3)CC2)cc1	5%	-17%	0.2%	17%	-0.2%	1.8	38	-5%	-1%	-1.9%
S=C(Nc1ccc(Nc2ccccc2)cc1)N1CCN(c2ncccn2)CC1	-2%	7%	0.1%	2%	-0.1%	2.3	46	/	0%	-1.1%
Cc1c(Cc2ccc3c(c2)OCO3)sc(NC(=O)c2ccc3ccccc3c2)c1C(N)=O	-17%	11%	/	3%	0.2%	2.6	96	/	8%	9.4%
O=S(=O)(c1ccccc1C(F)(F)F)N1CCN(S(=O)(=O)c2ccccc2C(F)(F)F)CC1	10%	-2%	6.6%	4%	0.2%	0.4	70	0%	0%	-0.6%
NS(=O)(=O)c1ccc(NC(=S)N2CCN(c3ccccc3)CC2)cc1	5%	-4%	0.5%	1%	0.9%	1.8	43	0%	5%	1.3%
CCn1nc(C)cc1C(=O)N1CCCC(Nc2ccc(F)c(F)c2)C1 (configuration not stated)	-6%	14%	0.0%	5%	-0.1%	-0.3	59	-2%	3%	-1.1%
CCOC(=O)c1sc2nc(C)cc(C)c2c1NC(=O)c1ccco1	9%	3%	1.9%	2%	-0.1%	0.0	39	4%	-1%	-2.2%
Cc1n[nH]c(=O)nc1NCc1ccccc1Cl	7%	21%	0.4%	-24%	-2.0%	0.7	51	3%	1%	-1.4%
CC(=O)C(Sc1ccc2nnc(-c3ccc(F)cc3)n2n1)C(C)=O	8%	3%	0.3%	1%	0.9%	-1.1	56	-2%	-2%	-0.7%
COc1ccc([N+](=O)[O-])cc1N(CC(=O)NCCSc1ccccc1)S(C)(=O)=O	1%	6%	0.0%	0%	0.2%	-0.1	47	-4%	7%	0.5%
Cc1ccc(Cl)cc1N1CCN(C(c2ccc(C#N)cc2)c2nnnn2C2CCCC2)CC1 (configuration not stated)	-14%	11%	4.3%	-1%	25%	-1.1	59	-2%	3%	-1.6%
CN(C)S(=O)(=O)c1ccc(NC(=O)CN2CCC(Cc3ccccc3)CC2)cc1	-2%	9%	0.5%	-7%	0.3%	3.4	60	-6%	14%	0.8%
CC1(C2(O)CC(c3ccccc3)ON2)CCCCC1 (configuration not stated)	-2%	14%	/	-5%	-0.1%	2.8	51	/	2%	-1.4%
CCOc1ccc(-c2c(=O)n(OCc3ccccn3)c3ccccc3[n+]2[O-])cc1	14%	-2%	0.7%	0%	-0.2%	0.9	72	2%	-3%	-4.2%	NS5 inhibitors pilot replicate=4.7
C=CCNc1nc(N2CCOCC2)nc(N2CCOCC2)n1	0%	9%	0.5%[50 µM]	12%	0.1%	1.5	43	-3%	-2%	0.0%
COc1ccc(CN(C)C(=O)c2cnc(C)cn2)c(OC)c1OC	6%	-9%	0.2%	-6%	0.2%	1.1	53	-1%	2%	0.2%
CC(=O)O/N=C(\N)c1ccc(-c2csnn2)cc1	0%	12%	2.1%	-2%	-0.2%	-0.4	57	-4%	15%	1.0%
CC(C(=O)Nc1ccc(C#N)cc1)N(C)CC(=O)Nc1ccccc1Br (configuration not stated)	2%	-1%	0.2%	12%	-0.2%	0.6	53	-5%	2%	-1.2%
C=CCOc1ccc2c(c1)c(=O)cc(C(=O)O)n2CC	8%	2%	-1.5%	0%	-0.2%	-0.4	54	2%	-9%	-1.8%
Cc1cc(C(=O)Cn2nc(C(=O)O)c3ccccc3c2=O)c(C)n1-c1ccc(F)cc1	-14%	2%	3.1%	18%	0.4%	4.7	64	-3%	3%	-1.1%
COCCN(CC1CCCN(C2Cc3ccccc3C2)C1)C(=O)CCSC (configuration not stated)	3%	8%	-1.8%	2%	-0.4%	-0.1	68	2%	-3%	-1.7%
CCOC(=O)c1[nH]cnc1C(=O)Nc1cccc(OC)c1	2%	0%	0.4%	7%	-0.1%	0.7	58	0%	-4%	-0.5%
COc1ccc(CCn2c(SCC(=O)Nc3cc(C)on3)nc3ccccc3c2=O)cc1OC	9%	-5%	0.6%	27%	-0.1%	-0.6	74	-8%	5%	3.3%	NS5 inhibitors pilot replicate=-2.1
O=C(/C=C/c1cc[n+](CC(=O)c2ccc3cccc4c3c2CC4)cc1)c1ccc2cccc3c2c1CC3	14%	2%	-0.6%[50 µM]	26%	3.5%	0.7	60	-28%	-2%	-5.6%
Nc1nc(C2CC(=O)OC23CCCCC3)cs1 (configuration not stated)	4%	-6%	2.1%	6%	-0.4%	-1.4	97	-2%	9%	0.4%
COc1cc(C(C(=O)NC2CCCCC2)N(C(=O)Cc2c[nH]c3ccccc23)c2ccccc2C)cc(OC)c1OC (configuration not stated)	18%	2%	8.6%	2%	1.1%	4.5	42	-2%	0%	-2.6%
O=C(CSc1nnc(-c2ccco2)o1)NC1CCCCC1	1%	5%	-0.2%	-7%	-0.2%	0.6	83	-2%	-1%	-2.0%
CCOc1ccc(NC(=O)CSc2nnc(-c3ccoc3C)n2CC2CCCO2)cc1 (configuration not stated)	9%	9%	-1.1%	7%	0.5%	-3.2	83	2%	17%	-0.6%
O=C(O)CC1S/C(=N\N=C2CCCCCC2)N(c2ccccc2)C1=O (configuration not stated)	18%	11%	0.2%	2%	-0.1%	2.3	58	-6%	2%	1.6%
